# TLR9-MyD88 inh = inhibitors of TLR9-MyD88 association in cells, primary screen, cell-based, CHO, BLA complementation, fluorescence | inhibition, % at 4.98 µM | hit rate 0.21% among 340,000 | Toll-like receptor 9 (Homo sapiens) + Myeloid differentiation primary response protein … | CCF4 FRET ratio;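 active means inhibition above the mean over all tested compounds plus 3 SD, cut at about 21% in these data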;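 further: 0% = DMSO only wells and 100% = clavulanate BLA inhibitor control wells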
# MC4R ag barr = MC4R agonists recruiting beta-arrestin, primary screen, cell-based, luminescence, agonist arm of biased-ligand search; Melanocortin receptor 4 (Homo sapiens), P32245; AID 540308, 2011; U2OS MC4R beta-arrestin complementation; percent of melanotan II response, DMSO zero; activation, % at 8.9 µM; hit rate 0.98% among 360,000;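 active means activation above a per-plate cutoff, the mean activation of sample wells on that plate plus 3 SD, cut at about 8% in these data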
# NOD2-RIPK2 inh = NOD2-RIPK2 binding disruptors in cells, primary screen, fluorescence, CHO cells, BLA complementation | Receptor-interacting serine/threonine-protein kinase 2 (Homo sapiens), O43353 | AID 624267, 2012 | inhibition, % at 4.98 µM | CCF4 ratio | hit rate 0.38% among 360,000; in the data active means inhibition above about 21%;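 further: 0% = vehicle only and 100% = reference blocker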
# NCOA3 inh = SRC3 coactivator transcriptional activity inhibitors, primary screen, cell-based, luminescence | Nuclear receptor coactivator 3 (Homo sapiens), Q9Y6Q9 | HEK293 GAL4-SRC3 luciferase reporter | inhibition, % at 3.6 µM | hit rate 0.17% among 360,000 | AID 588352, 2011;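 active means inhibition above a per-campaign cutoff, the mean of all compounds plus 3 SD, cut at about 60% in these data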;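 further: 0% = DMSO-treated cells and 100% = gossypol-treated cells at 36 µM; higher means less SRC3-driven luciferase light from the GAL4 reporter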
# Target sequence (Q9Y6Q9 whole entry, looked up, the tested form may be a part): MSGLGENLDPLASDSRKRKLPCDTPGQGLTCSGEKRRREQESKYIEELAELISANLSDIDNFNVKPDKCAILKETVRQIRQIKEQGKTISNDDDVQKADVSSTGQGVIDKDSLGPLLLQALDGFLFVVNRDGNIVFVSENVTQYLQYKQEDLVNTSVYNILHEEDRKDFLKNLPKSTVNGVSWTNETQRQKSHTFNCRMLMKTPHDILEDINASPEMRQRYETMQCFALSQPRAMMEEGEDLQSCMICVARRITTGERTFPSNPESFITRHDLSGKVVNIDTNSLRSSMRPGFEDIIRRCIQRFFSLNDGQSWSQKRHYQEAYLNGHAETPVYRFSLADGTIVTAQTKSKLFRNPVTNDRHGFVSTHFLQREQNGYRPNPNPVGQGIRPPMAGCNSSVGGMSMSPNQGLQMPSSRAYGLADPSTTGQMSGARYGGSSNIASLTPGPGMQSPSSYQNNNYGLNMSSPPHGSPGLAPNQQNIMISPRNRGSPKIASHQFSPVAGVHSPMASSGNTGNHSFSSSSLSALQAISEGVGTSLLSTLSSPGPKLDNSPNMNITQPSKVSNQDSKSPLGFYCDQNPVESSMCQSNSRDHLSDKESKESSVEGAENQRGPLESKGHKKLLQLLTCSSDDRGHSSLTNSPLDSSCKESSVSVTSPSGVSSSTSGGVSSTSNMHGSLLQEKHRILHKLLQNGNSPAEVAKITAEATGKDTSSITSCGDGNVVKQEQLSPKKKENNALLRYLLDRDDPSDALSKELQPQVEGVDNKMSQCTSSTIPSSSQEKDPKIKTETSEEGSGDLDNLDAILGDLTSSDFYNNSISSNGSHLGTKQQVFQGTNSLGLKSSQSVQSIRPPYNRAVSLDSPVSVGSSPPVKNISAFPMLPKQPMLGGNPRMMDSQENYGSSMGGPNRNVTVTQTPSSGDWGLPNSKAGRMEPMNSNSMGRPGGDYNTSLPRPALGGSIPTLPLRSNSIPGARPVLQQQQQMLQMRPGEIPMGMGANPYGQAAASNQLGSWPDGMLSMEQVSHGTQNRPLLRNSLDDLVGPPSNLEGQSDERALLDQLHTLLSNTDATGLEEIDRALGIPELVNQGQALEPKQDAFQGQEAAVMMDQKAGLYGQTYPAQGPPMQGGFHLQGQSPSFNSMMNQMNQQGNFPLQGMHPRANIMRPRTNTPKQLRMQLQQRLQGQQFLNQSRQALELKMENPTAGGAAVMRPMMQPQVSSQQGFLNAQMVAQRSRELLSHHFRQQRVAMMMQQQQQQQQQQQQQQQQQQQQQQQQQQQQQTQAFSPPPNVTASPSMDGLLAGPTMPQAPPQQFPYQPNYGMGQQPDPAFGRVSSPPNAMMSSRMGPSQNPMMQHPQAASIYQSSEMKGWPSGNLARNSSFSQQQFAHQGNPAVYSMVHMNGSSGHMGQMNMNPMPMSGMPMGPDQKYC
# ABHD5-PLIN5 inh = ABHD5-PLIN5 interaction inhibitors, primary screen, cell lysate, split luciferase complementation, luminescence. Perilipin-5 (Homo sapiens) + 1-acylglycerol-3-phosphate O-acyltransferase ABHD5 (Homo …. inhibition, % at 4 µM. Split G. princeps luciferase complementation, 4 h. AID 602281, 2012. hit rate 0.78% among 360,000;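 active means inhibition above the mean inhibition across every tested compound plus 3 SD, cut at about 22% in these data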;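 further: 0% = DMSO only wells and the 100% control is not disclosed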
# NCOA1 inh = SRC1 coactivator transcriptional activity inhibitors, primary screen, cell-based, luminescence; HEK293 GAL4-SRC1 luciferase reporter; inhibition, % at 3.6 µM; hit rate 0.12% among 360,000;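 active means inhibition above the campaign mean plus 3 SD, with each screening campaign given its own cutoff, cut at about 60% in these data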;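 further: 0% = DMSO treated cells and 100% = gossypol at 36 µM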
# SRC2 inh = inhibition of GAL4-SRC2 driven luciferase reporter, primary screen, SRC2 inhibitor project, cell-based, luminescence; Nuclear receptor coactivator 2 (Homo sapiens), Q15596; HEK293 GAL4-SRC2 luciferase reporter; inhibition, % at 9 µM; hit rate 0.17% among 370,000; AID 651957, 2012;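 active means inhibition above the mean inhibition of all tested compounds plus 3 SD, set per campaign, cut at about 52% in these data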;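 further: 0% = DMSO treated cells and 100% = cells given Gossypol at 36 µM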
# COUP-TFII inh = NR2F2 transcriptional activity inhibitors, primary screen, cell-based, luciferase reporter, HEK293T, luminescence; COUP transcription factor 2 (Homo sapiens), P24468; HEK293T NGFI-A luciferase reporter; inhibition, % at 8.6 µM; hit rate 0.7% among 370,000; AID 686940, 2013;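 active means inhibition above a per-plate cutoff, mean inhibition of test wells between control levels plus 3 SD, cut at about 38% in these data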;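 further: cells cotransfected with COUP-TFII expression vector driving the NGFI-A reporter; 0% = median of COUP-TF2 test wells and 100% = reporter-only cells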
# NR5A2 inv ag = LRH-1 (NR5A2) inverse agonists, primary screen, cell-based, luminescence, HEK293T, StAR-luciferase reporter; inhibition, % at 3.6 µM; AID 602396, 2012; hit rate 0.13% among 360,000; LRH-1 transfected, 24 h; Nuclear receptor subfamily 5 group A member 2 (Homo sapiens), O00482;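 active means inhibition above the mean inhibition of all tested compounds plus 3 SD, cut at about 73% in these data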;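 further: 0% = DMSO wells and 100% = reporter-only cells lacking LRH-1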
# MC4R antag cAMP = MC4R antagonists of cAMP signaling, primary screen, cell-based, TR-FRET, antagonist arm of biased-ligand search; Melanocortin receptor 4 (Homo sapiens), P32245; MC4R-expressing cells, MTII-stimulated cAMP, LANCE TR-FRET; inhibition, % at 6.5 µM; hit rate 0.48% among 360,000; AID 540295, 2011;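 active means inhibition above its plate's cutoff, the mean of tested wells on that plate plus 3 SD, cut at about 29% in these data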;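 further: 0% = Melanotan II alone and 100% = Melanotan II plus saturating MCL0020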
#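 Assay system: human MC4R-expressing U2OS cells; reagent: Melanotan II stimulation of cells; dosing: 6.5 µM single dose; timing: compound 30 min, challenge 1 h, detection 1 h; signal: TR-FRET cAMP assay; replicates: one well per compound, no replicates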
# EBV LMP1 NFkB = EBV LMP1-driven NF-kappaB luciferase reporter inhibitors, primary screen, cell-based, luminescence, single point; LMP1-induced NF-kappaB luciferase reporter cells; inhibition, % at 12.5 µM; hit rate 0.69% among 350,000; AID 504558, 2011; in the data active means inhibition above about 41%;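 further: 0% = neutral control wells and 100% = reference inhibitor control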
# The depositor's hits bear a star; nt = no result given.
SMILES,TLR9-MyD88 inh,MC4R ag barr,NOD2-RIPK2 inh,NCOA3 inh,ABHD5-PLIN5 inh,NCOA1 inh,SRC2 inh,COUP-TFII inh,NR5A2 inv ag,MC4R antag cAMP,EBV LMP1 NFkB
CN(CC(=O)Nc1ccc(F)c(F)c1F)C(=O)c1n[nH]c(=O)c2ccccc12,-12.6,-3.3,-0.5,7.5,-11.6,-6.3,-2.7,-3.8,10.6,-5.6,2.2
O=S(=O)(Nc1ccc(F)cc1)c1ccc(S(=O)(=O)N2CCOCC2)cc1,10.7,-4.1,-7.1,2.2,8.1,-14.5,1.6,-19.3,-12.0,4.4,-7.3
CC(C)Nc1nc(N(c2ccccc2)c2ccccc2)nc(-n2ccnc2)n1,5.0,0.5,-14.2,-0.4,-1.4,-46.7,-1.6,-10.0,-5.6,6.6,-13.3
CCOC(=O)N1CCN(S(=O)(=O)N2CCCC(C(=O)NC(C)c3ccccc3)C2)CC1 (stereo not given),-2.3,-1.5,-16.5,11.7,-3.1,-11.2,26.3,19.1,-4.8,10.7,0.6
COC(=O)C1(C)NC(c2ccccc2OC)C2C(=O)N(c3ccccc3)C(=O)C21 (stereo not given),11.4,-1.7,-2.0,-3.8,69.3*,14.7,5.7,-13.1,-4.2,3.0,4.0
c1ccc(C[C@H]2CN=C(Nc3ccccc3)N2CC2CCCCC2)cc1,7.7,-0.7,-3.9,-8.3,0.9,-4.2,-10.8,-9.7,8.9,1.4,1.9
CCC1(CC)Cc2ccccc2-c2nc(CN3CCOCC3)[nH]c(=O)c21,6.2,-1.4,0.8,-1.5,1.9,-27.0,5.5,11.5,-3.8,2.4,3.1
Cc1ccc(C2=NOC(c3nnc(-c4ccccc4)o3)C2)cc1 (stereo not given),-2.5,1.0,7.7,-0.8,-1.3,3.7,-34.1,-12.4,4.4,7.0,6.5
Cc1ccc(Sc2c(C)nn(C(=O)CNS(=O)(=O)c3ccc(F)cc3)c2C)cc1,2.2,6.3,-9.9,3.2,-3.3,0.7,-5.6,7.3,8.1,13.4,-2.9
CCNc1ccc2noc3c2c1C(=O)c1ccccc1-3,-8.9,-4.9,-4.7,-19.8,4.8,-4.1,0.3,-3.6,10.6,-3.5,-5.6
CCCCC(=O)Nc1nnc(-c2ccco2)o1,-3.5,2.7,0.6,14.9,1.5,8.6,-23.2,4.2,2.0,-4.1,0.7
Cc1ccc(C(OCC(C)(C)C[N+](C)(C)C)c2ccccc2)cc1 (stereo not given),-7.3,-1.8,-4.8,25.8,0.5,-3.5,-9.1,23.9,12.4,12.5,2.1
COc1ccc(-c2cc(C(=O)NNC(=O)c3csc(N4CCOCC4)n3)c3ccccc3n2)cc1,5.0,-3.9,-9.3,-1.5,-9.8,0.8,-9.6,-1.6,-0.8,-2.9,10.1
O=S(=O)(c1ccc(Cl)s1)N1CCC2(CC1)OCCO2,3.4,-3.1,-5.6,-6.4,0.5,13.2,-12.6,-5.9,19.0,3.4,-2.7
CC(C)(C)c1cc(C(=O)N/N=C/c2ccc([N+](=O)[O-])s2)n[nH]1,0.6,-2.2,-1.7,30.2,-9.1,23.8,33.2,-21.7,33.2,-7.1,19.5
C#CCO[C@@H]1C[C@H](n2cnc3c(=O)[nH]c(NC(=O)C(C)C)nc32)O[C@@H]1CO,11.2,-1.9,2.2,-56.1,4.7,-13.4,-15.7,5.2,-6.4,5.4,-3.6
COc1ccccc1NS(=O)(=O)c1cccc(NC(=O)c2nn(C)c(=O)c3ccccc23)c1,-6.8,-2.6,8.1,-8.4,2.0,2.2,-36.2,-26.8,4.4,13.6,-4.8
COc1ccccc1NC1=C(Cl)C(=O)N(C2CCCCC2)C1=O,2.3,2.9,0.3,19.9,-1.6,9.0,2.4,2.3,-0.3,0.3,1.1
Cc1cccc(Nc2nc3c(S(=O)(=O)c4ccccc4)nnn3c3ccccc23)c1,-6.0,-1.4,-14.8,11.4,-0.6,-13.9,-0.2,-0.7,18.5,14.7,-16.8
Cc1ccsc1CNC12CC3CC(CC(C3)C1)C2,-0.7,-1.3,-12.1,14.1,-0.8,15.9,-15.8,15.4,17.8,1.1,-40.1
O=C(COC(=O)c1ccc(S(=O)(=O)NCc2ccco2)cc1)Nc1ccccc1,-11.5,-3.1,0.6,7.2,-4.6,16.5,8.1,-19.6,18.7,4.4,-8.0
Cc1cccc(N=C2CCCC2C(=O)Nc2cccc(C)c2C)c1C (stereo not given),7.6,-1.9,-3.9,6.0,-2.8,-8.5,-10.2,2.7,19.1,0.5,0.4
NC(=S)N/N=C1\CC(n2nnnc2-c2ccccc2)C2COC1O2 (stereo not given),4.1,0.9,8.2,7.9,0.0,-7.3,-3.2,4.6,-3.7,3.6,-0.8
O=C(NCCCn1ccnc1)c1noc2c1CCc1ccccc1-2,-3.4,-1.6,-17.9,3.7,-1.4,5.5,-23.6,-5.0,-15.9,10.6,-6.3
COCc1cc(/C=N\NC(=O)c2ccc(Cl)cc2)ccc1OC,19.5,-1.8,-7.4,11.0,-1.5,1.9,-15.0,7.4,-4.5,-2.6,-0.5

# (further entries)
SMILES,TLR9-MyD88 inh,MC4R ag barr,NOD2-RIPK2 inh,NCOA3 inh,ABHD5-PLIN5 inh,NCOA1 inh,SRC2 inh,COUP-TFII inh,NR5A2 inv ag,MC4R antag cAMP,EBV LMP1 NFkB
CC(=O)c1cccc(NC(=S)NCc2ccco2)c1,7.2,-3.4,-12.3,8.1,0.4,0.0,2.8,3.4,-10.2,5.0,0.6
COc1ccc(OCCSc2nc(N)cc(=O)[nH]2)cc1,-8.5,-0.5,-10.9,3.4,-0.6,-1.6,5.7,5.6,13.7,1.4,8.9
CCN(c1ccc(NC(=O)COC(=O)c2cccs2)cc1)C(C)C,5.4,-1.6,15.8,-9.4,1.9,-19.4,1.7,10.5,6.0,-1.0,1.3
CCOC(=O)N(C)OC(=O)Nc1ccc(Cl)c(Cl)c1,4.6,0.5,1.7,14.3,16.7,-18.6,-10.9,8.0,18.5,8.3,-1.2
C#Cc1ccc([C@@H]2C=C(C(=O)OCC=C)O[C@H](OCC)[C@H]2CCCO)cc1,3.2,2.5,-4.6,-3.6,-4.3,-5.2,10.4,-5.5,0.2,12.1,1.7
CCOC(=O)CSc1nnc(CSc2nc(N)c3c(C)c(C)sc3n2)n1-c1ccccc1,0.6,-0.1,-19.8,13.0,11.2,-9.3,-10.2,1.1,-6.3,-31.2,7.4
O=C(Nc1ccc(F)cc1)C(c1cccc(F)c1)N1CCN(C(=O)c2ccco2)CC1 (stereo not given),nt,nt,-5.0,nt,-9.8,nt,4.3,-3.7,-7.4,nt,nt
CC1CN=C(N(C(=O)Nc2ccccc2)C(C)c2ccccc2)S1 (stereo not given),-12.3,1.7,-7.2,14.0,-0.6,0.0,1.2,-1.0,-2.3,10.4,0.3
COc1ccccc1/C=C/C(=O)OCC(=O)NC1CCS(=O)(=O)C1 (stereo not given),-4.9,-0.4,4.6,-6.3,-1.1,-4.3,-14.5,3.1,11.9,5.3,-0.4
CCOc1ccccc1OCCOCCOc1c(Cl)cccc1Cl,1.1,0.9,-7.1,3.8,0.4,-11.4,-2.5,1.0,-23.7,5.6,9.4
COc1cccc(OCC(O)CN2CCN(CCN3C(=O)c4cccc5cccc(c45)C3=O)CC2)c1 (stereo not given),-10.2,-0.8,0.2,-16.8,0.7,-9.5,-25.6,-14.0,-11.0,7.3,-14.9
O=C(Cn1nc(-c2ccccc2)ccc1=O)N1CCCCC1,1.7,-0.8,-1.3,-8.0,-13.6,-5.2,-5.9,0.1,13.2,16.5,5.2
Cc1n[nH]c(=O)n(N=Cc2cccs2)c1=O,1.6,-0.4,1.8,7.3,0.4,-9.3,1.2,-16.5,8.1,2.8,-6.5
C=CC[C@H](CC(=O)OC(C)(C)C)C(=O)OC[C@@H]1CCCN1C(=O)[C@@H](CC=C)CC(=O)N[C@H](CO)Cc1ccccc1,-8.2,-0.4,-0.2,4.2,2.1,11.7,14.6,-8.9,1.4,3.2,1.8
COc1cccc(NS(=O)(=O)c2ccc3c(c2)CC(=O)N3)c1,1.2,-0.6,-4.3,12.5,-2.8,-8.5,11.3,6.5,-20.3,8.5,0.3
CCN(CC)S(=O)(=O)c1ccc2oc(C(=O)NCC3COc4ccccc4O3)c(C)c2c1 (stereo not given),7.2,-0.1,0.9,31.6,-7.8,6.1,15.7,34.5,22.0,2.0,15.0
Cc1ccc(/C=N/n2c(C3CCCCC3)n[nH]c2=S)o1,-3.5,-1.1,-4.8,7.0,-3.7,3.9,6.0,-2.0,23.0,12.7,-3.9
CC(=O)Nc1ccc(NC(=O)CSc2nc(=O)n(Cc3ccncc3)c3c2CCC3)cc1,-8.3,-0.9,4.3,0.0,-4.5,4.9,0.2,8.1,4.4,10.9,-1.3
CSC(=CC(=O)c1ccccc1)SC,2.7,-1.1,6.7,-7.0,0.3,-20.4,-44.5,-25.9,-34.8,-0.1,-2.8
CC(=O)Nc1ccc(/C(C)=N/NC(=O)CN(c2ccccc2Br)S(C)(=O)=O)cc1,-5.2,-1.9,-1.3,3.7,4.5,9.1,-7.9,-19.8,7.4,8.1,9.9
COc1ccc(CNC(=O)CN(Cc2ccco2)C(=O)CNS(=O)(=O)c2ccc(C)cc2)cc1,0.4,-0.9,4.3,-10.3,3.2,-8.6,-27.7,1.1,-4.0,-1.2,-5.1
CCc1cccc(C)c1NC(=O)CN1C(=O)NC(CCc2ccccc2)C1=O (stereo not given),3.8,-1.6,-10.6,7.2,3.4,6.6,10.9,0.5,10.3,-0.3,-2.0
O=C(/C=C/c1cccc([N+](=O)[O-])c1)N(c1ccccn1)c1ccccn1,-2.2,-0.2,-3.3,13.3,-2.7,-0.7,-2.7,-15.1,-8.4,-0.2,2.0

# Source: PubChem BioAssay (several laboratories)

# Some of the compounds tested; the hit share may differ from the screen's.
